Screening results (PubChem BioAssay)
SSB-PriA inh: inhibitors of Klebsiella pneumoniae PriA binding to SSB C-terminal tail, primary screen, biochemical, AlphaScreen; PriA–SSB C-terminal tail interaction (Klebsiella pneumoniae); AlphaScreen SSBct-PriA binding, biotinylated peptide; inhibition, % at 33 µM; 430,000 compounds, 0.6% hits; in the data active means inhibition mostly above about 37%, no sharp cut-off; inactive means mostly below about 20%;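 further: plate controls were negative control peptide for no effect and reference peptide for full effect; strong numbers were not always called active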
Mtb UGM inh: M. tuberculosis UGM enzyme inhibitors, primary screen, biochemical, fluorescence polarization, single point; purified UGM, fluorescence polarization probe displacement; inhibition, % at 10 µM; 320,000 compounds, 0.06% hits; AID 504406, 2011; in the data active means inhibition above about 10%, passing the limit was not always enough
Target sequence (P9WIQ1 whole entry, looked up): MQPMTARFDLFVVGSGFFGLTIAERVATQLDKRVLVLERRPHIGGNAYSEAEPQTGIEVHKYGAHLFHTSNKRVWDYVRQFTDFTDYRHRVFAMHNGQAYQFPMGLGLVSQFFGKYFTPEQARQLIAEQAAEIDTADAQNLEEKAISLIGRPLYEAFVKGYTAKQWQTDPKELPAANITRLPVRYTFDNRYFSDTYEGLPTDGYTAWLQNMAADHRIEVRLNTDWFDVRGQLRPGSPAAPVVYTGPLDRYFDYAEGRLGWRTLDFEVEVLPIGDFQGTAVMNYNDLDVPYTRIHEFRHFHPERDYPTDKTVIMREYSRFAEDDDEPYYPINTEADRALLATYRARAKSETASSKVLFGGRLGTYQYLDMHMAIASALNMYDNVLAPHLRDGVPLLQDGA
BioA inh: M. tuberculosis BioA enzyme inhibitors, primary screen, biochemical, plate reader, single point, HTS. inhibition, % at 9.99 µM. 360,000 compounds, 0.096% hits. purified M. tuberculosis BioA enzyme. 7,8-diaminopelargonic acid synthase BioA (Mycobacterium tuberculosis); in the data active means inhibition above about 40%
Rv3671c inh: Rv3671c serine protease inhibitors, primary screen, biochemical, fluorescence polarization, M. tuberculosis H37Rv. P9WHR9. inhibition, % at 5.96 µM. 320,000 compounds, 0.048% hits. AID 2606, 2010; in the data active means inhibition above about 38%;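 further: extracellular domain of Rv3671c used as enzyme; 0% = enzyme with DMSO and 100% = no enzyme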
MazF activator: activators of E. coli MazEF toxin-antitoxin RNase, primary screen, biochemical, fluorescence, uHTS; Endoribonuclease toxin MazF (Escherichia coli (strain K12)), P0AE70; FAM/BHQ RNA-DNA oligo cleavage fluorescence, 5 h; activation, % at 20 µM; 350,000 compounds, 0.32% hits; AID 504720, 2011; in the data active means activation above about 50%
Target sequence (P0AE70 whole entry, looked up): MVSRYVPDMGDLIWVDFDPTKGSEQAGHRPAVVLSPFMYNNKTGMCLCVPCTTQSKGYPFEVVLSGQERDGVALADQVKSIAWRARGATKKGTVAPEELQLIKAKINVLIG
Mtb FBA inh: Mtb FBA enzyme inhibitors, primary screen, biochemical, fluorescence, strain H37Rv; inhibition, % at 1 µM; purified M. tuberculosis FBA, fluorescence read-out; Fructose-bisphosphate aldolase (Mycobacterium tuberculosis (strain ATCC 25618 / H37Rv)), …; AID 588726, 2011; 360,000 compounds, 2.3% hits; in the data active means inhibition above about 27%;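 further: 0% = vehicle and 100% = reference inhibitor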
Target sequence (P9WQA3 whole entry, looked up): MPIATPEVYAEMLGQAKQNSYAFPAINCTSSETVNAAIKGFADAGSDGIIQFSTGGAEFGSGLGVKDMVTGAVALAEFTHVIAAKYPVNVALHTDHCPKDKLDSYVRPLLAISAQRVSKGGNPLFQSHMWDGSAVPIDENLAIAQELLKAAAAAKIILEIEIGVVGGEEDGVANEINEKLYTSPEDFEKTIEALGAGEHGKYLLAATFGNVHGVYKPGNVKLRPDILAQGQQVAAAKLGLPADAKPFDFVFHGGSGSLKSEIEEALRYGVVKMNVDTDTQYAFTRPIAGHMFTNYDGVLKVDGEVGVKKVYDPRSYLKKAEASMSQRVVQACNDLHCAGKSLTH
DUSP3 inh: VHR1 phosphatase inhibitors, primary screen, biochemical, absorbance, uHTS. inhibition, % at 13.3 µM. 290,000 compounds, 0.52% hits. AID 1654, 2009. recombinant VHR phosphatase, pNPP absorbance; in the data active means inhibition above about 50%; further: some compounds called inactive have numbers as strong as hits
Target sequence (P51452 whole entry, looked up): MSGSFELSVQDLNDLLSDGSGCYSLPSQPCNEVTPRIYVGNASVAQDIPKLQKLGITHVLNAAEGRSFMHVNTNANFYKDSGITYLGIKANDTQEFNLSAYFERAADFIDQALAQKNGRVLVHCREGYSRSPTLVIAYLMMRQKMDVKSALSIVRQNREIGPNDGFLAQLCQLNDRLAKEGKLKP
GDH-TPI inh: GDH-TPI coupling enzyme inhibitors, primary screen, artefact control for M. tuberculosis FBA inhibitor project, biochemical, absorbance, full deck; GDH-TPI coupled enzyme counterscreen, NADH absorbance; 360,000 compounds, 1.2% hits; AID 588335, 2011; inhibition, % at 4.8 µM; in the data active means inhibition above about 30%;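 further: 0% = DMSO wells and 100% = wells lacking the enzyme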
3CLpro inhibitor: SARS-CoV 3CLpro protease inhibitors, primary screen, biochemical, quenched FRET; Replicase polyprotein 1ab (Severe acute respiratory syndrome coronavirus), P0C6X7; recombinant SARS-CoV 3CLpro, quenched FRET peptide cleavage; inhibition, % at 6 µM; 290,000 compounds, 0.14% hits; AID 1706, 2009; in the data active means inhibition above about 12%
Vc quorum ag: inducers of Vibrio cholerae quorum light production without autoinducers, primary screen, BH1578 luxS cqsA deficient, single point; V. cholerae BH1578 lux reporter, luminescence, 6 h; 350,000 compounds, 0.16% hits; activation, % at 18.7 µM; in the data active means activation mostly above about 9.7%, no sharp cut-off; further: not every result past the cut was called active; inactives centre near 0; reference of the scale not given here
* marks the source's active call; other numbers are inactive results; i = inactive; · = not tested or not shown.

Structure	SSB-PriA inh	Mtb UGM inh	BioA inh	Rv3671c inh	MazF activator	Mtb FBA inh	DUSP3 inh	GDH-TPI inh	3CLpro inhibitor	Vc quorum ag
O=C1CCC(=O)N1OCCOc1ccc(Cl)c2ccccc12	0.9	3.4	-0.6	3.9	2.6	-0.2	33.9	0.6	2.3	-2.1
Cc1ccc(C(=O)N/C(=C/c2ccco2)C(=O)N2CCOCC2)cc1	-4.0	-1.5	2.2	-5.7	-6.3	-0.4	1.1	3.9	1.0	-0.4
Cc1cc(C)c(C)c(S(=O)(=O)N2CCCN(C)CC2)c1C	-20.7	0.8	-2.8	-6.3	13.0	0.9	15.8	3.8	-1.1	-1.2
CC(Cc1ccccc1)N/C=C1\CC(=O)NC1=O (centres undefined)	-1.5	4.0	1.8	2.5	-1.5	-1.8	37.9	-1.7	-2.0	0.7
CCN(CC)CC(C)(C)C(=O)/C=C/c1ccc(/C=C/C(=O)C(C)(C)CN(CC)CC)cc1	-2.5	·	·	·	11.0	-2.7	·	59.2*	·	i
CCCN(CCC)CC(=O)NCC1(c2ccccc2)CCOCC1	-4.4	-0.1	0.5	-0.6	-0.9	-3.5	8.8	6.6	5.2	-0.6
CC(C)(O)c1[nH]c2ccc(C(F)(F)F)cc2c1C(C)(C)O	-12.1	2.9	-0.8	-16.2	8.0	6.1	24.4	2.5	1.6	i
Cc1ccc(S(=O)(=O)Cn2nnnc2C(C(C)C)N2CCSCC2)cc1 (centres undefined)	2.6	3.2	-3.9	9.1	2.8	0.8	18.2	4.2	0.9	-0.4

An excerpt from above, showing only Mtb FBA inh, MazF activator and Mtb UGM inh.
mol | Mtb FBA inh | MazF activator | Mtb UGM inh
O=C1CCC(=O)N1OCCOc1ccc(Cl)c2ccccc12 | -0.2 | 2.6 | 3.4
Cc1ccc(C(=O)N/C(=C/c2ccco2)C(=O)N2CCOCC2)cc1 | -0.4 | -6.3 | -1.5
Cc1cc(C)c(C)c(S(=O)(=O)N2CCCN(C)CC2)c1C | 0.9 | 13.0 | 0.8
CC(Cc1ccccc1)N/C=C1\CC(=O)NC1=O (centres undefined) | -1.8 | -1.5 | 4.0

(further entries)
Structure	SSB-PriA inh	Mtb UGM inh	BioA inh	Rv3671c inh	MazF activator	Mtb FBA inh	DUSP3 inh	GDH-TPI inh	3CLpro inhibitor	Vc quorum ag
COc1ccccc1C(=O)NC(CCSC)C(=O)NNC(=O)c1csc(N2CCOCC2)n1 (centres undefined)	-0.9	1.7	-1.2	-0.4	7.9	0.3	2.3	-1.4	0.8	i
Cc1cc(Br)ccc1OCC(=O)N(Cc1nc(-c2ccccc2)no1)C(C)C	-34.2	-2.9	-0.9	-3.5	-8.8	-2.5	-8.6	0.0	3.2	-0.1
N#C/C(=C\c1cn(CCOc2ccccc2F)c2ccccc12)C(=O)NCc1cccs1	-12.8	4.3	·	-20.2	25.9	2.5	9.6	6.9	5.7	-0.2
CCN1C(=O)/C(=C\c2ccco2)C(C(=O)OC)=C1C	-5.0	-0.4	-3.0	-3.0	4.4	-8.2	13.2	4.6	-4.4	2.9
O=C(CN1CCCCC1)Nc1ccc(C(F)(F)F)cc1Cl	-11.6	-3.3	-0.1	-1.9	0.3	0.5	13.1	-5.2	12.1	1.9
COc1nc(=O)n(C2OC(CO)C(O)C2O)cc1C (centres undefined)	2.4	·	·	·	5.2	2.3	·	-4.3	·	i
Cc1cccc(-c2nc(CC(=O)Nc3cccc(S(=O)(=O)NC4=NCCC4)c3)cs2)c1	-10.5	2.4	-2.2	-2.3	2.1	2.4	·	9.1	·	-2.5
Cc1ccc(S(=O)(=O)N2C(=O)CCC2C(=O)NCc2ccco2)cc1 (centres undefined)	1.7	0.8	·	-10.2	6.8	3.1	24.5	10.4	-5.3	i
CSc1c(SCc2ccccc2)cnn(-c2ccccc2)c1=O	-0.7	-2.8	·	-19.2	2.8	0.4	-3.8	12.5	0.7	i
COc1ccc(Nc2cc(=O)n(C3CCCCC3)c(=O)[nH]2)c(OC)c1	-2.2	-0.7	1.2	1.2	2.4	4.3	35.6	-7.9	3.4	-16.7
COC(CNC(=O)c1ccc(CS(=O)(=O)c2ccc(C)cc2)o1)OC	-6.4	0.2	0.1	2.1	-9.5	4.0	37.7	2.2	-6.2	i
COc1ccc2[nH]c(=O)c(-c3noc(-c4ccc(F)cc4)n3)cc2c1	-9.5	4.2	0.0	0.2	-69.9	1.5	90.4	-2.4	-1.4	0.4
Cc1ccc(NC(=O)[C@@H](NC(=O)c2cccc(S(=O)(=O)N3CCOCC3)c2)C(C)C)cc1C	7.8	-4.1	·	-6.8	-9.1	1.6	2.3	-10.8	3.8	i
CC(C)c1nnc(NC(=O)c2nc(S(=O)(=O)Cc3ccc(F)cc3)ncc2Cl)s1	-13.6	-3.5	-1.0	-5.4	5.3	-2.4	-25.2	2.6	-3.9	-0.2
Cc1ccc(C2OCC3(CO)COC(c4ccc(C)cc4)N23)cc1 (centres undefined)	-13.2	3.0	1.1	5.8	4.7	0.0	14.6	12.5	-6.4	i
COC(=O)CC1=NN(c2nc3ccccc3s2)C(=O)/C1=C/N(C)C	4.2	1.9	·	7.2	-13.6	-1.5	33.2	5.9	5.3	-0.9
O=C(CCCc1c[nH]c2ccccc12)N1CCOCC1	-4.4	8.9	-0.6	5.3	0.5	6.3	-4.1	2.7	-3.8	-7.1
O=C(C/C=N\O)Nc1ccc(Oc2ccccc2)cc1	·	-1.6	·	4.8	-10.5	4.3	23.4	4.5	2.4	-0.6
COc1ccc(C(=O)C2CCCN(C(=O)c3csc(SC)n3)C2)cc1F (centres undefined)	·	·	7.5	·	-4.5	-0.1	·	-0.9	·	-0.2
NC(=O)COc1ccc(-c2noc(COc3ccccc3[N+](=O)[O-])n2)cc1	-12.4	-1.8	·	-1.6	-2.8	-3.3	4.7	-2.2	3.8	0.4
Cc1ccc(NC(=O)NC(=O)CSc2nnc(-c3ccc(OC(F)F)cc3)n2N)c(C)c1	-7.7	0.2	1.6	0.9	-1.8	1.1	-12.5	-6.7	-2.0	-0.5
CCOP(=O)(OCC)c1nc(-c2ccccc2Cl)oc1N1CCOCC1	-7.7	0.8	0.6	-5.8	-5.2	4.8	28.4	-6.2	-0.1	-0.8
COc1ccc(C(C)=O)cc1CN1C(=O)NC2(CCCCCCC2)C1=O	-1.4	2.5	3.4	8.8	10.1	-1.9	-15.2	-2.5	-0.3	-0.3
Cc1ccsc1C(=CCCN1CCC[C@@H](C(=O)O)C1)c1sccc1C	-4.2	0.5	-0.1	-7.3	-1.1	0.4	·	5.7	·	-0.2
O=C(O)c1cccc(S(=O)(=O)NCCC(c2ccccc2)c2ccccc2)c1	3.2	-0.2	·	-4.4	-27.2	2.9	20.4	9.6	2.3	-1.7
CCc1nnc(NC(=O)CSc2ccc(-c3nc4ccc(C)cc4[nH]3)cn2)s1	-3.3	-0.6	-0.4	-55.2	7.1	12.1	-4.3	27.6	3.8	-0.6
CCN(C(=O)CN1CCOCC1)C1(C)C(=O)c2ccccc2C1=O	-14.6	-0.2	·	2.7	-5.0	-3.6	1.7	1.6	-3.4	5.6
O=C(c1cc(COc2ccc3ncccc3c2)on1)N1CCC(O)CC1	-7.5	-0.1	0.0	-7.8	6.2	-0.1	29.3	-0.3	4.8	i
Cn1nc2c3ccccc3n(Cc3ccc(F)cc3)c2nc1=S	1.4	1.6	·	-0.3	-11.8	1.2	-14.1	-6.3	-0.8	-0.4
N=C1C(c2nc(-c3ccc(Cl)cc3)cs2)=C(O)CN1CCCN1CCOCC1	7.4	2.0	-2.0	7.7	0.1	-0.9	18.0	2.5	-5.1	-0.2
Cc1nc(SC(C)C(=O)NCC2CCCO2)c2cc(-c3ccccc3)sc2n1 (centres undefined)	-3.5	-1.0	-2.8	-18.3	-13.3	0.9	·	20.7	·	i
CN(C)/C=C/C(=O)c1ccc(Oc2ncccn2)cc1	3.4	2.1	·	-7.1	7.8	1.1	3.0	24.4	-3.5	-0.5

The last 2 compounds of the part above come first, to join the parts:
Structure	SSB-PriA inh	Mtb UGM inh	BioA inh	Rv3671c inh	MazF activator	Mtb FBA inh	DUSP3 inh	GDH-TPI inh	3CLpro inhibitor	Vc quorum ag
Cc1nc(SC(C)C(=O)NCC2CCCO2)c2cc(-c3ccccc3)sc2n1 (centres undefined)	-3.5	-1.0	-2.8	-18.3	-13.3	0.9	·	20.7	·	i
CN(C)/C=C/C(=O)c1ccc(Oc2ncccn2)cc1	3.4	2.1	·	-7.1	7.8	1.1	3.0	24.4	-3.5	-0.5
CCN(CC)CCOC(=O)C12CC3CC(CC(C3)C1)C2	3.2	-2.7	-0.6	-11.0	-8.3	3.6	-7.7	3.5	-0.6	i
CCN(CC(=O)NC1CCS(=O)(=O)C1)C(C)C(=O)Nc1ccc(F)cc1 (centres undefined)	2.4	0.5	-4.9	2.1	-4.6	8.1	·	5.6	·	-0.2
O=C(COC(=O)C1CCN(S(=O)(=O)c2ccccc2)CC1)NC(=O)c1ccc(OC(F)F)cc1	-14.7	1.7	·	-8.2	-7.0	2.1	6.8	1.8	3.5	-2.6
CCOc1c(Cl)cc(C2NC(=O)NC(C)=C2C(=O)NCc2ccccc2)cc1OC (centres undefined)	-5.4	-0.6	-0.4	0.9	1.8	5.0	11.9	-2.0	-1.2	i
CN(CC(=O)NCc1ccccc1Cl)CC(=O)Nc1cccc(F)c1	-9.6	-0.5	15.9	2.9	2.1	0.2	3.9	-0.6	-0.5	-0.2
Clc1ccc(OCCSc2ncccn2)c2ccccc12	-89.2	1.1	-5.6	-7.1	-6.4	-3.1	13.6	13.3	2.8	i
CC(NC(=O)CNC(=O)Cc1cccc2ccccc12)c1ccc(S(N)(=O)=O)cc1 (centres undefined)	-11.2	-0.8	0.0	·	0.5	-1.7	30.4	10.3	-1.7	-0.8
CCN(c1ccccc1)S(=O)(=O)c1ccc(Oc2ccc(C(C)=O)cc2OC)nc1	-5.7	-2.1	1.8	3.8	-0.5	-3.1	·	-3.2	·	i
Cc1[nH]c2ccccc2c1C(=O)NS(=O)(=O)Nc1ccccc1	-18.0	-2.2	·	3.7	6.4	3.2	32.4	-5.7	2.8	-0.6
COc1ccccc1CNC(=O)c1cccc(NC(=O)c2ccccc2)c1	-4.9	-2.0	·	-70.2	13.8	-2.7	-10.6	-3.5	2.8	i
Cc1ccccc1C(=O)Nc1ccc(Cl)cn1	-10.8	-0.7	-0.8	9.0	2.5	0.9	-15.0	-0.3	0.5	-0.2
CN1C(=O)S/C(=C\c2ccc(-n3cncn3)cc2)C1=O	-3.9	3.3	-0.4	5.1	1.7	1.4	28.4	23.8	-1.4	-0.4
COc1cccc(NC(=O)CNC(=O)c2ccc(C)o2)c1	-11.5	-0.8	-1.2	-16.0	5.6	1.9	1.3	0.8	0.9	-0.3
Cc1ccc(-c2nnn(CCC(=O)Nc3ccc4c(c3)OCO4)n2)cc1	-9.0	3.1	-5.2	-7.3	-3.9	1.2	15.4	9.8	3.9	-0.5
CCC(C)Sc1ccc([C@@H]2[C@@H]3C(=O)N(C)C(=O)[C@@H]3[C@]3(C(=O)OC)CCCCN23)cc1OC (some centres undefined)	3.2	2.7	-0.1	11.4	-2.2	2.9	·	6.7	·	i

An excerpt, so the mix of outcomes need not match the whole.
